Source: PubChem (several laboratories)
Pemphigus Ab inh: human desmoglein-3 autoantibody binding inhibition; 310,000 tested, 0.48% active; binding (percent of control), % at 10 µM; DSG3-coupled beads, scFv-anti-DSG3-GFP binding, flow cytometry; hits give low values; P32926;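 active means binding more than 3 SD below its plate's average and above zero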;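 further: hits lower antibody fragment binding to DSG3; some compounds called inactive have numbers as strong as hits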
OPRM1-OPRD1 ag: OPRM1-OPRD1 heterodimerization agonism. P35372+P41143. 340,000 tested, 0.3% active. activation, % at 9.3 µM. cells, luminescence; in the data active means activation above about 18%;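 further: 0% = vehicle-treated cells and 100% = reference agonist; values of inactives mirror those of a sister screen read the other way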
Target sequence (P35372 whole entry, looked up): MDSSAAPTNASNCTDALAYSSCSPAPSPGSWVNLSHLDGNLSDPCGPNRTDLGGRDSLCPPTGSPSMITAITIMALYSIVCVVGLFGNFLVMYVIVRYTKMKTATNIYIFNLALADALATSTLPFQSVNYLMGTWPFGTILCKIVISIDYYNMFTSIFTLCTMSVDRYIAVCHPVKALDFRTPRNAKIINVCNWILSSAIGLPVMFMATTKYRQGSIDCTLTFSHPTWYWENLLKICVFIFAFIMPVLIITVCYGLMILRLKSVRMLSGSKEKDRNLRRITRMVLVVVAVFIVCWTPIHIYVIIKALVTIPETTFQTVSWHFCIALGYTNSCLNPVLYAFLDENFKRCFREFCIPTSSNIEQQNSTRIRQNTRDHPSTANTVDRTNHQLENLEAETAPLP
Target sequence (P41143 whole entry, looked up): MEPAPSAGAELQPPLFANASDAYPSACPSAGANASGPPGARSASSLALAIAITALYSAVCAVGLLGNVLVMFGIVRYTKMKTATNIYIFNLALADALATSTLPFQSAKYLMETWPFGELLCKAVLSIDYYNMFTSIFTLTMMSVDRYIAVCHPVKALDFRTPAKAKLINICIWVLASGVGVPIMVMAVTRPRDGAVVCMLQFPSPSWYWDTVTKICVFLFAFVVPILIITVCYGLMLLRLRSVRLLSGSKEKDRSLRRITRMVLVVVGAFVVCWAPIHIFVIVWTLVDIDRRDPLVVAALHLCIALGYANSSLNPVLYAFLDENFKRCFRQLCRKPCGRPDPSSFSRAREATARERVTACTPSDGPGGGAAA
HTR5A ag: activates human HTR5A in OPRM1-OPRD1 agonist counter-screen; AID 504692; activation, % at 9.3 µM; 340,000 tested, 0.61% active; HTR5A agonist assay, luminescence, cell-based; P47898; in the data active means activation mostly above about 9.5%, no sharp cut-off; inactive means mostly below about 7.6%;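 further: 0% = cells with vehicle only and 100% = reference agonist; strong numbers were not always called active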
V-ATPase pH: alters yeast V-ATPase proton transport; S. cerevisiae, pHLuorin cytosolic pH fluorescence; response, % at 10 µM; 350,000 tested, 0.37% active; in the data active means response mostly above about 7.3%, no sharp cut-off; inactive means mostly below about 5.4%; further: actives read high; inactives centre near 0; some compounds called inactive have numbers as strong as hits; reference of the scale not given here
HTR5A inv ctr: HTR5A inverse agonism, opioid heterodimer counter-screen. P47898. HTR5A cell line, luminescence. inhibition, % at 9.3 µM. 340,000 tested, 0.083% active; in the data active means inhibition mostly above about 23%, no sharp cut-off; inactive means mostly below about 18%;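 further: 0% = cells with DMSO and 100% = no-cell wells with DMSO; some compounds called inactive have numbers as strong as hits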
OPRM1-OPRD1 inv: mu-delta opioid heterodimer inverse agonism | cell-based MOR-DOR heterodimer luminescence | inhibition, % at 9.3 µM | 340,000 tested, 0.21% active | AID 504357; in the data active means inhibition above about 22%, passing the limit was not always enough;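 further: 0% = cells with DMSO and 100% = wells without cells with DMSO; values of inactives mirror those of a sister screen read the other way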
PKA-R2B activ: PKA-R2B complex activation. AID 504700. PKA-R2B holoenzyme dissociation, Cy5-IP20 fluorescence polarization; R2B truncated from residue 108, S112A mutant; 0% DMSO only, 100% 113 µM cGMP. P22694+P31323. 340,000 tested, 0.079% active. activation, % at 11.4 µM;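 active means activation above a cutoff set at the mean over all compounds plus 3 SD, cut at about 18% in these data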;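 further: higher means more holoenzyme dissociation and a rise in polarization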
DAGLB inh: diacylglycerol lipase beta (human) inhibition. Q8NCG7. HEK293T DAGLB membrane lysate, EnzChek fluorogenic substrate. inhibition, % at 5.17 µM. 340,000 tested, 0.059% active. AID 504411; in the data active means inhibition above about 34%;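 further: 0% = enzyme with vehicle and 100% = wells lacking enzyme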
Arr AP2 block: inhibitors of human beta-arrestin and AP2 interaction; inhibition, % at 10 µM; 340,000 tested, 0.31% active; FITC-arrestin peptide / GST-AP2 beads, flow cytometry; AP2 beta2 appendage carries R879A mutation; AID 504490;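 active means inhibition above a set limit, near 3 SD of compounds lacking own fluorescence, cut at about 54% in these data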;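 further: plate controls were DMSO wells for no effect and 5 µM unlabelled arrestin peptide for full effect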
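System: GST-AP2 R879A bound to glutathione beads, E. coli-expressed. Also added: 50 nM FITC-arrestin peptide. Schedule: compound with beads 12 min RT, then probe 1 h RT. Signal: bead flow cytometry, FITC channel. Read-out basis: percent response.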
PKA-R1A act: activators of PKA-R1A complex; P00514+P68181; 340,000 tested, 0.083% active; AID 504707; activation, % at 11.4 µM; PKA-R1A dissociation, Cy5-IP20 fluorescence polarization; scaled: DMSO 0%, 113 µM cGMP 100%;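 active means percent activation above the mean of all tested compounds plus 3 SD, cut at about 19% in these data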;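 further: higher means more PKAc released from R1A so a rise in polarization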
* hit, by the source's call; nt = not tested or not shown. This is a random part of the collection (roughly 2.4% active in at least one column).

SMILES	Pemphigus Ab inh	OPRM1-OPRD1 ag	HTR5A ag	V-ATPase pH	HTR5A inv ctr	OPRM1-OPRD1 inv	PKA-R2B activ	DAGLB inh	Arr AP2 block	PKA-R1A act
CC1CCCN(CCCNC(=O)c2ccc(CS(=O)(=O)Cc3cccc(Cl)c3)o2)C1 (configuration not stated)	98	-2.9	5	-1	-9	15	4	2	6	-4
O=C(Nc1ccccc1C(=O)OCC(=O)c1c[nH]c2ccccc12)c1ccco1	98	-1.0	5	-1	-11	5	5	-3	-7	0
Cn1c(SCc2ccccc2C#N)nnc1-c1ccncc1	118	-2.1	0	1	1	11	-10	-1	-4	-7
C[C@@H]1CN([C@H](C)CO)C(=O)c2c(c3ccccc3n2C)-c2ccccc2CO[C@H]1CN(C)C(=O)NC1CCCCC1	96	nt	nt	1	nt	nt	2	0	nt	-5
COC(=O)c1cc(C#N)c(Oc2ccccc2OC)nc1C	93	1.6	-3	3	7	-8	-11	-3	0	-5
Cc1cccc2cc(CN(CCCO)C(=O)Nc3cccc(Cl)c3)c(=O)[nH]c12	108	0.2	3	1	-20	-1	6	4	29	-6
COc1cc(OC)c(C(=O)OCC(=O)NCC2CCCCC2)cc1OC	102	-3.2	6	-3	19	16	8	1	2	2
O=C(NCCCN1CCCC1=O)c1cccc(S(=O)(=O)Nc2ccccc2Cl)c1	94	-1.3	2	5	3	5	-1	2	-1	-2
CCOC(=O)c1oc2ccccc2c1CN1CCN(c2ccccc2)CC1	118	-0.7	0	-5	28	4	4	-8	2	2
O=C(OC(C(=O)NCC1CCCO1)c1ccccn1)c1cccs1 (configuration not stated)	102	-1.1	5	-1	-13	6	5	0	6	-2
COc1ccc2c(c1)c(CC(=O)Nc1ccccc1OC)c(C)n2C(=O)c1ccc(Cl)cc1	110	-3.2	-2	1	14	15	-1	-6	-1	-11
CC(/C=N/NC(=O)c1sc(N)nc1C)=C\c1ccccc1	104	-1.1	1	0	-10	5	-2	1	3	-11
CC(NC(=O)/C(=C\c1cccc([N+](=O)[O-])c1)NC(=O)c1ccco1)C(=O)O (configuration not stated)	118	-4.4	-4	0	4	20	0	2	24	7
Cc1cc(C(=O)NN)c2cc(Br)ccc2n1	104	0.8	13*	0	-41	-4	12	-1	-33	1
COC(=O)COc1cccc(NC(=O)C(c2ccccc2)c2ccccc2)c1	118	-0.6	-1	5	4	3	-15	-1	-8	1
CC(C)(C)[C@H]1C=C(C(=O)N2CCN(Cc3ccccc3)CC2)O[C@@H](OCc2ccc(CO)cc2)C1	98	-0.5	3	4	-5	3	5	-3	6	5
CCc1ccccc1NC(=O)CCN1C(=O)C2CC=CCC2C1=O (configuration not stated)	nt	-2.2	-2	-2	-1	12	-4	1	-8	-5
C=CCOc1ccc(C=CC(=O)c2c(O)c(OC)c(OC)c(OC)c2OC)cc1	125	2.2	1	-4	-4	-11	-17	4	10	4
CC(=O)/C(CN1CCCCC1)=N\O	100	-0.6	0	0	11	3	-6	0	-2	2
COC1C(OC(=O)/C=C/C=C/C=C/C=C/C(=O)O)CCC2(CO2)C1C1(C)OC1CC=C(C)C (configuration not stated) (tested in a mixture with another compound)	111	-0.5	0	2	0	2	5	-3	-17	0
O=C(c1ccc2c(c1)N(Cc1ccccc1)C(=O)CS2)N1CCOCC1	98	1.6	1	6	18	-9	-8	-1	4	-13
CCOC(=O)c1[nH]c2cc3c(cc2c1NC(=O)CN1CCC2(CC1)OCCO2)OCO3	nt	-0.6	3	0	9	4	3	-2	-6	5
CCCn1c(C(Cc2ccccc2)NC(=O)COC)nc2ccccc21 (configuration not stated)	97	-1.1	-4	-2	10	7	0	3	5	-2
O=C(CC1S/C(=N\S(=O)(=O)c2ccccc2)N(c2ccccc2)C1=O)Nc1ccc(F)cc1 (configuration not stated)	101	-2.1	-2	1	7	11	-7	-2	38	-11
C=CCNCC(=O)Nc1ccccc1SCC(=O)Nc1ccsc1C(=O)OC	100	-0.4	2	-1	-5	3	-16	1	-3	7
CC(NC(N)=O)C(=O)OCc1ccc(Cl)cc1Cl (configuration not stated)	101	1.2	2	-2	-9	-6	2	-1	13	3
O=S(=O)(Nn1c(O)c(C=C2N=c3ccccc3=N2)sc1=S)c1ccccc1	85	-0.5	0	-8	-3	3	2	18	-10	-15
Cc1ccc(N2CCN(S(=O)(=O)c3ccc4c(c3)NC(=O)C(C)C(=O)N4)CC2C)cc1 (configuration not stated)	107	-0.9	-2	0	-7	5	9	-11	5	-7
Cc1ccc(S(=O)(=O)N2CCCCC2)cc1NC(=O)CN1C(=O)c2ccccc2S1(=O)=O	nt	3.7	0	2	-1	-15	-4	-3	-5	0
COC(=O)c1ccc(N2CCOCC2)c(NC(=O)c2cc3ccccc3o2)c1	97	-2.5	0	-6	1	13	-1	1	45	-14
O=C(NCc1cccnc1)Nc1ccc(Cl)c(Cl)c1	105	-1.1	2	-2	-6	5	10	-2	4	-2
CCN(CC)c1nc(NNC(=O)c2ccccc2)nc(N(CC)CC)n1	94	2.2	2	-4	-8	-11	-11	-4	6	11
NC(=O)c1ccc(=O)n(Cc2ccc(F)c(F)c2)c1	99	-0.6	-2	5	8	3	9	1	6	4
COc1ccc(NC(=O)CSc2nnc(NC(=O)C3CC3)s2)cc1OC	114	-2.0	3	2	-10	11	7	3	3	11
O=C(Nc1nnc(S(=O)(=O)N2CCOCC2)s1)c1cccc(Br)c1	104	-0.7	2	1	-9	4	3	6	4	-1
Cn1c(=O)n(C)c2cc([N+](=O)[O-])c(N3CCN(C(=O)c4cccc(F)c4)CC3)cc21	102	-3.8	-1	1	3	20	2	4	2	2
O=C(CN1C(=O)c2ccccc2S1(=O)=O)Nc1cccc(S(=O)(=O)N2CCCCC2)c1	nt	-5.8	-2	3	4	23	6	-1	22	-14
CCN(CC)S(=O)(=O)c1ccc(N2CC(C(=O)Nc3cccc(C(=O)NC4CC4)c3)CC2=O)cc1 (configuration not stated)	nt	-3.6	-4	0	8	14	-10	-5	-3	-11
CCOC(=O)CN(C(=O)CSc1nnc2c(n1)[nH]c1ccc(OC)cc12)c1ccc(F)cc1	110	-0.7	-1	-1	13	3	3	0	-5	-13
O=C(NNC(=O)c1ccc(S(=O)(=O)N2CCCC2)cc1)c1ccc(Br)cc1	100	-0.1	5	0	-14	1	7	1	-2	-7
COc1ccc(OC)c(-c2nn(-c3ccccc3)cc2C(=O)N2CCc3ccccc3C2)c1	nt	2.2	-1	-5	3	-9	-7	0	10	4
CCn1c(C)[n+](CC)c2ccc(S(=O)(=O)NC)cc21	103	-4.6	0	1	-1	24	5	-1	-21	-4
Cc1cccc(NC(=O)C2CCN(S(=O)(=O)c3ccc(Cl)cc3)CC2)n1	98	1.7	2	-4	22	-11	-7	1	34	-2
CN(C(=O)COC(=O)c1cc2c(s1)CCCCC2)C1CCS(=O)(=O)C1 (configuration not stated)	nt	-0.9	3	1	-15	5	0	-3	-6	3
CN1CCC(N(CCc2ccccc2)C(=O)CCC(=O)O)CC1	100	2.4	-1	0	5	-11	4	-6	-9	2
CC1CCCC(C)N1CC(O)Cn1c2ccccc2c2ccccc21 (configuration not stated)	110	-0.4	3	-3	-19	2	7	2	2	7
CN(C)C(=O)CCc1ccc2c3c([nH]c2c1)[C@]1(C)[C@@H](C(=O)N2CCOCC2)C[C@H](CC(=O)NCCC2=CCCCC2)C(=O)N1CC3	96	-3.8	2	4	-8	19	4	0	-4	-2
Cc1ccc(C)c(N2CCN(C(=O)Cc3c(C(=O)O)[nH]c4ccc(Cl)cc34)CC2)c1	98	-0.6	-5	-1	14	3	6	8	21	-5
N#C/C(=C\c1c(N2CCCCC2)nc2ccccn2c1=O)S(=O)(=O)c1ccccc1	nt	-2.7	1	-1	-6	14	-5	1	-7	0
COc1ccc2c(c1)c(C(=O)N/N=C/c1ccccc1Cl)c(C)n2C	nt	-1.1	1	1	-19	5	-4	3	8	-11
CCOC(=O)c1ccccc1NC(=O)C1COc2ccccc2O1 (configuration not stated)	97	1.1	11	-4	-26	-5	-12	-28	21	-13
Cc1ccc(NC(=O)CCS(=O)(=O)c2cccc3nonc23)cc1	93	-0.3	-3	6	14	1	0	2	-17	2
CCOC(=O)c1sc2nc(CC(=O)OC)nc(NCCN(CC)CC)c2c1C	108	-1.0	1	-2	-22	5	3	1	6	-6
COc1ccc(CC2(CO)CCN(Cc3cccnc3)CC2)cc1	95	-0.9	8	0	-23	5	10	-1	8	-7
CC(=O)OCC1(O)CC23CCC4c5ccoc5CCC4(C)C2CCC1C3 (configuration not stated)	99	-0.2	-4	0	7	1	-1	-3	-3	8
CC(CNCCCn1ccc(NC(=O)OCc2ccccc2)nc1=O)c1ccccc1 (configuration not stated)	102	-2.4	-4	4	15	11	-4	-2	-9	1
COc1ccc(-c2sc3ccc(N4CCOCC4)cc3c2C#CC(C)(C)O)cc1	nt	-1.2	2	-1	-30	7	-12	-2	-6	-5
CCCc1nc(SCC(=O)N2CCCC2)c2c(=O)n(C)c(=O)n(C)c2n1	97	-1.6	2	4	-16	8	-9	5	1	-12
CCn1c(SCC(=O)Nc2cc(S(=O)(=O)N3CCOCC3)ccc2OC)nnc1-c1ccncc1	89	-1.1	1	-1	-4	6	-5	2	-17	-1
COc1ccc(-c2ncncc2-c2ccc(OC)c(OC)c2)c(O)c1	97	-2.9	7	1	-25	13	14	1	-3	-8
Going on with the list.
SMILES	Pemphigus Ab inh	OPRM1-OPRD1 ag	HTR5A ag	V-ATPase pH	HTR5A inv ctr	OPRM1-OPRD1 inv	PKA-R2B activ	DAGLB inh	Arr AP2 block	PKA-R1A act
Cc1cccn2c(=O)nc(SCC(=O)c3ccccc3)nc12	102	1.1	-1	4	11	-7	-6	1	25	-10
O=C(CSc1nc(SCC(=O)NCc2ccccc2)n(-c2ccccc2)n1)NCc1ccccc1	104	0.4	2	-3	-21	-2	1	-2	-2	-15
O=C(Cc1ccc(Cl)cc1)NNC(=O)Nc1cccc2ccccc12	nt	-0.6	1	-3	-4	2	5	-6	-9	-4
Cc1ccc(NC(=O)NCc2cccnc2)cc1Cl	108	-2.9	4	1	-11	15	5	1	-8	-2
CCOC(=O)c1ccccc1NC(=O)C1CCN(c2ncnc3sc(C)c(C)c23)CC1	100	5.3	1	2	-4	-34	16	-15	2	-4
CCOC(=O)C1=CC[C@@H](c2cc(OC)c(OC)c(OC)c2)N(S(=O)(=O)c2ccc(C)cc2)[C@H]1C(=O)OCC	108	-4.9	2	-1	-31	22	0	0	7	-6

Random excerpt: four entries already listed, in no set order.
SMILES	Pemphigus Ab inh	OPRM1-OPRD1 ag	HTR5A ag	V-ATPase pH	HTR5A inv ctr	OPRM1-OPRD1 inv	PKA-R2B activ	DAGLB inh	Arr AP2 block	PKA-R1A act
O=C(Cc1ccc(Cl)cc1)NNC(=O)Nc1cccc2ccccc12	nt	-0.6	1	-3	-4	2	5	-6	-9	-4
O=C(CSc1nc(SCC(=O)NCc2ccccc2)n(-c2ccccc2)n1)NCc1ccccc1	104	0.4	2	-3	-21	-2	1	-2	-2	-15
Cc1ccc(NC(=O)NCc2cccnc2)cc1Cl	108	-2.9	4	1	-11	15	5	1	-8	-2
Cc1cccn2c(=O)nc(SCC(=O)c3ccccc3)nc12	102	1.1	-1	4	11	-7	-6	1	25	-10
